Bioassay records deposited in PubChem by several laboratories.
DTT redox prof: compounds producing H2O2 with reducing agent – biochemical, NIH compound library profiling, artefact control for MLSCN library redox annotation, primary screen; actives 0.03% (n = 200,000); DTT-dependent redox cycling H2O2, phenol red/HRP absorbance; 100% = 100 µM peroxide control, 0% = buffer; activation, % at 10 µM;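 active = activation of at least 50% relative to the plate's high and low controls in the primary single-dose screen; inactive = activation below 50%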;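 note: compound incubated with DTT at 0.8 mM final as the reducing agent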
RAM inhibit: blocks the yeast RAM network. actives 1.8% (n = 190,000). AID 868. S. cerevisiae dse1pr::URA3 reporter, 5-FOA growth OD615, 2 d; analog-sensitive cbk1-as2 kinase mutant strain. inhibition, % at 50 µM;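 active = inhibition above a set limit, 3 SD over mean compound inhibition, cut at about 8.4% in these data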;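 note: 0% = DMSO-only wells with no growth and 100% = 10 µM 1-NA-PP1 full growth; inhibition rescues growth on 5-FOA so higher OD means more RAM inhibition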
TNAP inh hiacc: blocks human TNAP under high phosphate acceptor concentration. inhibition, % at 20 µM. actives 0.03% (n = 200,000). purified TNAP, CDP-star luminescence, 1 M DEA. P05186;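 active = over 50% inhibition of tissue-nonspecific alkaline phosphatase at 20 µM in the single-dose screen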;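 note: plate controls were DMSO wells for no effect and EDTA-quenched wells as full inhibition for full effect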
Target sequence (P05186 whole entry, looked up): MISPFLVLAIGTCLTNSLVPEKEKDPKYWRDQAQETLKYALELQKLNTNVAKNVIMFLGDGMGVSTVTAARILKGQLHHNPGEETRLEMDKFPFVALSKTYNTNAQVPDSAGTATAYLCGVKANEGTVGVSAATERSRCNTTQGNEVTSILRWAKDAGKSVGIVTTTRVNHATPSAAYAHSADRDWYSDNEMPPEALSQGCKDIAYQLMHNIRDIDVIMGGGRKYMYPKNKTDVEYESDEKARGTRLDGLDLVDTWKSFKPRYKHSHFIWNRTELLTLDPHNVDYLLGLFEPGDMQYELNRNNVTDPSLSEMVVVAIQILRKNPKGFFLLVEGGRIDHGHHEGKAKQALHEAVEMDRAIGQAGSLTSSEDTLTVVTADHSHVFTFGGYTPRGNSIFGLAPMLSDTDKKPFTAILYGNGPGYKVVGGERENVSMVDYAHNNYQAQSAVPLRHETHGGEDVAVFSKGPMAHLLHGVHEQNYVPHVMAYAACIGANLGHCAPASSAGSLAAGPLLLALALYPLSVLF
TNAP inh no acc: inhibitors of human TNAP without phosphate acceptor | actives 0.26% (n = 200,000) | P05186 | purified TNAP, CDP-star luminescence, 30 min | inhibition, % at 20 µM;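 active = tissue-nonspecific alkaline phosphatase inhibition above about 50% at 20 µM in the single-dose screen, limit read from the data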;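 note: 0% = DMSO negative control and 100% = EDTA positive control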
PMI activator: phosphomannose isomerase (human) activation; purified human PMI, coupled resazurin fluorescence, 20 min; hits give high values; 1 = vehicle control, 0 substrate-free wells; AID 1214; actives 0.005% (n = 190,000); activation factor at 20 µM; P34949;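 active = activation factor of 2 or more at 20 µM, relative to plate controls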
PMI act hi M6P: PMI (human) activation, high substrate; actives 0.34% (n = 190,000); AID 1216; P34949; activation factor at 20 µM; coupled PMI enzyme assay, resazurin fluorescence, 20 min; hits give high values; 1 = untreated enzyme, 0 = substrate-free blank;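 active = activation factor of 2 or more at 20 µM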
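assay system = human phosphomannose isomerase with PGI, G6PDH, diaphorase coupling enzymes | quantity = 15 ng/mL PMI | incubation = enzyme reaction with compound 20 min at room temperature | medium = HEPES pH 7.4 buffer with MgCl2 and Tween-20 | compound dosing = one concentration, 20 µM, in 1% DMSO | measured by = Diaphorase-driven resazurin-to-resorufin fluorescence, excitation 544, emission 590 nm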
Efa HMGR inh: blocks class II HMG-CoA reductase of Enterococcus faecalis. purified E. faecalis HMGR, NADPH absorbance 340 nm kinetic. AID 1066. actives 0.41% (n = 190,000). inhibition, % at 10 µM;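 active = inhibition above a set limit, the median over all tested compounds plus 3 SD, cut at about 9.5% in these data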;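 note: enzyme runs in reverse so mevalonate oxidation gives rising NADPH absorbance; 0% = complete reaction with DMSO and 100% = background rate lacking mevalonate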
L major viab: inhibitors of Leishmania major promastigote growth. Leishmania major promastigotes, resazurin fluorescence viability. inhibition, % at 10 µM. actives 9% (n = 200,000). AID 1063; in the data active = inhibition above about 50%;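 note: promastigotes grown with compound for 44 hours at 28 °C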
S1P3 antag: blocks the human S1P3 receptor; Q99500; CHO S1P3 NFAT-BLA reporter, FRET fluorescence, antagonist mode; inhibition, % at 4.98 µM; actives 0.27% (n = 170,000);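 active = inhibition above the plate cutoff, the mean inhibition of test wells on that plate plus 3 SD, cut at about 28% in these data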;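 note: cells challenged with S1P at its EC80 of 0.8 µM; blue over green emission ratio from cleaved BLA substrate after 4 h stimulation; 0% = S1P-stimulated wells and 100% = unstimulated DMSO-only wells; some compounds past the cut are filed as inactive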
Target sequence (Q99500 whole entry, looked up): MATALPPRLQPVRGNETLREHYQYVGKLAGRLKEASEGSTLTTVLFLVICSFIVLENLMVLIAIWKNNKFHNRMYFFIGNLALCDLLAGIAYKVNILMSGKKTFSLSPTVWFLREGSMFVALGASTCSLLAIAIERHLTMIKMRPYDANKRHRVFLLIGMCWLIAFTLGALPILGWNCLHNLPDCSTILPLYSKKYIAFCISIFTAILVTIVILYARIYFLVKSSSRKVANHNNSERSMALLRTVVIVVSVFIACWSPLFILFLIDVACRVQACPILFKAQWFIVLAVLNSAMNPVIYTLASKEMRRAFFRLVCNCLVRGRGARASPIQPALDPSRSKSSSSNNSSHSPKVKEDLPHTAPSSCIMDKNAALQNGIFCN
Hsp70 act: Hsp70 transcriptional activation, primary screen; activation, % at 10 µM; HeLa Hsp70 promoter luciferase reporter, luminescence; scaled: vehicle 0, proteasome-inhibitor control 100%; actives 0.04% (n = 200,000); AID 1203;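 active = activation above the mean across all tested compounds plus 3 SD, cutoff set per campaign, cut at about 5.5% in these data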;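 note: 100% = MG132 at 30 µM as the positive control and 0% = DMSO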
Numbers without * were called inactive; / = not tested or not shown.

mol | DTT redox prof | RAM inhibit | TNAP inh hiacc | TNAP inh no acc | PMI activator | PMI act hi M6P | Efa HMGR inh | L major viab | S1P3 antag | Hsp70 act
Cc1ccc(C(=O)CCC(=O)O)cc1 | 0.0 | 2.1 | 0.8 | -6.6 | 1.1 | 1 | -2.0 | -6.9 | / | -0.1
Cc1ccc(C2C=C(c3ccc4c(c3)OCO4)Nc3ncnn32)cc1 (stereo unspecified) | 0.0 | 1.1 | -1.4 | -5.5 | 1.1 | 1.2 | -1.9 | -0.1 | 21.1 | 0.0
COc1cccc(-c2nnn(CC(C)=O)n2)c1 | 0.0 | -0.2 | 0.5 | -7.4 | 1 | 1 | 8.8 | -9.5 | / | 0.1
COc1cc(NC(=O)C2CCN(S(=O)(=O)c3ccc(Cl)cc3)CC2)ccc1-n1cnnn1 | 2.0 | 3.9 | -4.3 | -12.2 | 0.9 | 0.9 | 1.1 | -1.1 | 42.9 | -0.2
O=C(c1ccccc1)[C@H]1[C@H](c2ccccc2)[C@@]2(N=C(c3ccccc3)OC2=O)C2c3ccccc3C=NN21 (stereo partly specified) | 2.6 | 3.4 | -3.7 | 9.1 | 1.1 | 1.2 | -6.4 | 3.0 | / | -0.1
O=c1oc2ccccc2c(NCCc2ccccc2)c1[N+](=O)[O-] | 0.0 | 3.0 | 0.2 | -6.2 | 0.9 | 1 | -4.2 | -5.5 | -14.2 | -0.4
Cc1c(NC(=O)c2noc(C(C)C)c2[N+](=O)[O-])c(=O)n(-c2ccccc2)n1C | -2.3 | 0.9 | -8.3 | -17.0 | 1.1 | 1.1 | -4.7 | -1.6 | / | -0.1
CC(C)c1ccc(OCC(=O)NC(Cc2c[nH]c3ccccc23)C(=O)O)cc1 (stereo unspecified) | -0.8 | 5.8 | 2.4 | -3.1 | 1 | 0.9 | -0.3 | -8.3 | -21.6 | -0.3
COCCN(C(=O)CN1CCc2ccccc2C1)c1c(N)n(Cc2ccccc2)c(=O)[nH]c1=O | 2.2 | 0.6 | -3.1 | -11.9 | 1.3 | 1.3 | -5.3 | -0.8 | -16.6 | -0.2
COc1ccc(/C=C2\SC(=S)N(CCCC(=O)Nc3ccccn3)C2=O)cc1OC | 0.2 | 4.2 | 10.3 | 7.9 | 0.9 | 0.8 | -1.1 | 63.4* | 3.2 | -0.4
Nc1nc(CN2CCCCCC2)nc(Nc2ccccc2)n1 | 0.5 | 1.0 | -3.0 | -8.7 | 1 | 0.9 | -6.8 | 0.2 | / | -0.2
CS(=O)Cc1cc(Oc2ccccc2)nc(-c2ccncc2)n1 (stereo unspecified) | 0.8 | 2.7 | -5.8 | -15.3 | 1.1 | 1.1 | -1.2 | 2.9 | -0.9 | -0.1
Oc1c(N=NC(=S)Nc2ccccc2F)c2ccccc2n1Cc1ccccc1 | -0.3 | 5.1 | 16.4 | 11.1 | 1.1 | 1.1 | 0.1 | 95.6* | -10.8 | -0.3
O=C(O)c1cccc(NC(CNS(=O)(=O)c2ccc(Cl)cc2)c2ccccc2)c1 (stereo unspecified) | -0.6 | 3.4 | -0.2 | -2.3 | 1 | 0.8 | -0.7 | -3.9 | -12.9 | -0.3
Cc1ccc(C)c2[nH]c(=O)c(CCNS(=O)(=O)c3ccccc3)cc12 | -1.5 | -0.1 | -5.9 | 0.7 | 0.9 | 1.1 | -2.6 | -0.6 | / | -0.2
Cc1cccc(-c2noc(CN(C(=O)c3c(-c4ccccc4Cl)noc3C)C(C)C)n2)c1 | -0.8 | 3.1 | -8.0 | -12.6 | 0.9 | 0.9 | -6.0 | 15.6 | 1.4 | -0.4
CCC(=O)Nc1ccc(NC(=O)c2c(C)nc3ccccn23)cc1 | 4.0 | 2.2 | -5.1 | -14.0 | 1 | 1 | 5.2 | 3.9 | 10.8 | -0.2
CCOC(=O)CN1C2=NCCCN2c2ccccc21 | -1.3 | 1.7 | -3.9 | -5.9 | 1 | 1 | -2.9 | 3.1 | -8.4 | -0.2
CCN(C(=S)Nc1ccc(OC(F)F)cc1)C1CCCCC1 | 0.1 | 0.7 | 3.5 | -4.1 | 0.9 | 0.9 | 0.1 | 25.6 | 0.8 | -0.1
COc1ccc(NC(=O)CSc2nc(N)c(C(=O)Nc3ccc(N(C)C)cc3)s2)cc1 | 0.0 | 1.4 | 3.0 | -4.9 | 0.9 | 0.9 | -6.8 | 3.1 | / | -0.1
O=C(CSc1nnc(Nc2ccccc2F)s1)Nc1cccc(S(=O)(=O)N2CCCCC2)c1 | 0.5 | 10.2* | -6.4 | -21.2 | 0.8 | 0.9 | 3.4 | 49.1 | -3.5 | -0.1
COc1ccc(C2CC(c3ccccc3)=NN2C(=O)COC(=O)c2ccc(Cl)nc2)cc1 (stereo unspecified) | 0.6 | 2.6 | -0.9 | -8.8 | 0.8 | 0.8 | -3.2 | 4.2 | -14.1 | -0.4
Cc1nc2scc(-c3cccs3)c2c(=O)n1-n1cccc1 | -0.6 | -0.8 | 0.1 | -7.1 | 0.8 | 0.9 | -7.6 | 6.4 | -2.3 | 0.3
CCOc1ccc(N(CC)C(=O)COc2cc(=O)n(C)c3ccccc23)cc1 | -2.3 | 1.4 | -2.0 | -15.4 | 0.9 | 0.9 | 2.1 | -0.7 | -24.3 | -0.3
COC(=O)c1cc(NC(=O)c2cccc(C(F)(F)F)c2)c(=O)oc1C | -1.8 | 6.2 | 1.8 | -8.2 | 1.4 | 1.2 | -5.4 | -3.7 | 15.7 | -0.3
COc1cc(NC(=O)Cc2ccc(F)cc2)cc(OC)c1OC | -0.8 | 0.7 | -2.3 | -12.8 | 0.9 | 0.8 | -0.8 | -3.4 | -13.0 | -0.5
COc1ccc(-c2cc(C(=O)Nc3ccc(C(N)=O)cc3)c3ccccc3n2)cc1OC | -0.2 | 1.2 | -3.3 | -8.8 | 1 | 1.1 | -2.3 | 2.3 | -3.0 | 0.1
COc1ccc(N(CC(=O)N/N=C/c2ccc(OC3CSC3)cc2)S(=O)(=O)c2ccccc2)cc1 | 1.2 | 4.0 | -3.2 | -1.3 | 0.8 | 0.9 | 1.1 | 6.5 | -11.3 | -0.2
Cc1cccc(-c2cc3nc4c(c(N5CCOCC5)n3n2)CCCC4)c1 | 1.9 | 1.6 | -3.9 | -7.8 | 0.8 | 0.8 | 5.9 | 56.5* | 51.3 | -0.1
O=[N+]([O-])c1cc(C(F)(F)F)ccc1NCCCCNS(=O)(=O)c1ccc(Cl)cc1 | 0.0 | 7.7 | 3.6 | -13.9 | 0.8 | 0.9 | -2.4 | 24.4 | -13.9 | -0.3

Pulled by structure from the entries so far, three records:
mol | DTT redox prof | RAM inhibit | TNAP inh hiacc | TNAP inh no acc | PMI activator | PMI act hi M6P | Efa HMGR inh | L major viab | S1P3 antag | Hsp70 act
COc1ccc(NC(=O)CSc2nc(N)c(C(=O)Nc3ccc(N(C)C)cc3)s2)cc1 | 0.0 | 1.4 | 3.0 | -4.9 | 0.9 | 0.9 | -6.8 | 3.1 | / | -0.1
CCC(=O)Nc1ccc(NC(=O)c2c(C)nc3ccccn23)cc1 | 4.0 | 2.2 | -5.1 | -14.0 | 1 | 1 | 5.2 | 3.9 | 10.8 | -0.2
CCOc1ccc(N(CC)C(=O)COc2cc(=O)n(C)c3ccccc23)cc1 | -2.3 | 1.4 | -2.0 | -15.4 | 0.9 | 0.9 | 2.1 | -0.7 | -24.3 | -0.3

Next part
mol | DTT redox prof | RAM inhibit | TNAP inh hiacc | TNAP inh no acc | PMI activator | PMI act hi M6P | Efa HMGR inh | L major viab | S1P3 antag | Hsp70 act
O=C(/C=C/c1cccs1)N1CCc2ccccc21 | -0.7 | 1.6 | -4.6 | -10.2 | 1 | 0.9 | -1.0 | -14.1 | 26.3 | -0.3
Cc1ccc(-c2ccc(=O)n(CC(=O)NCCN3CCCCC3C)n2)cc1 (stereo unspecified) | 1.5 | 1.3 | -2.6 | 0.2 | 0.5 | 0.4 | -0.4 | -6.8 | 11.5 | -0.4
CCCCC(=O)Nc1ccnc(-c2cccnc2)n1 | 2.3 | 1.3 | -2.2 | -7.7 | 1 | 1.1 | -4.8 | 1.2 | / | -0.3
O=C(Cn1cnc2ccccc21)NCc1ccccc1 | -0.2 | 1.8 | -3.6 | -10.9 | 1 | 1 | -0.3 | 4.4 | 15.6 | -0.4
CCOc1ncccc1C(=O)OCC(=O)c1cc(OC)ccc1OC | -0.6 | 1.7 | -2.5 | -6.5 | 1 | 0.8 | 2.5 | -2.3 | 2.0 | 0.1
O=C(Nc1nncs1)c1ccccc1NS(=O)(=O)c1cccs1 | 0.9 | 2.1 | -6.5 | -3.2 | 1.2 | 1.3 | -1.8 | -4.1 | / | -0.3
O=C(NCCCNCc1ccccc1)c1ccc(/C=N/O)nc1 | -0.5 | 0.5 | -1.7 | -8.0 | 1.1 | 1 | -1.1 | 1.0 | 12.8 | -0.1
CC1(C)CC(N2CN(C3CCCCC3)CC2=O)CC(C)(C)N1 | -2.8 | 2.4 | -5.5 | 5.1 | 1.1 | 1.1 | 2.8 | -7.4 | -19.3 | -0.5
CCN(CC)C(=O)CSc1nnc(-c2cccc(OC)c2)o1 | -1.3 | 1.6 | -5.0 | -9.7 | 1 | 1.1 | -6.2 | -9.3 | 4.0 | 0.1
O=C(NNc1ccc(C2CCCCC2)cc1)C(O)(c1ccccc1)c1cccs1 (stereo unspecified) | 1.3 | 1.1 | -4.6 | -11.8 | 1.2 | 2.1* | -5.8 | 99.1* | / | -0.2
O=C(c1ccco1)N1CCN(Cc2ccc(Cl)cc2)CC1 | 2.3 | 0.4 | -4.3 | -12.1 | 0.9 | 1.1 | 0.1 | -7.9 | -6.8 | -0.3
CCOC(=O)c1[nH]c(C)c(/C(O)=C2\C(=O)C(=O)N(CCCN3CCOCC3)C2c2cccnc2)c1C (stereo unspecified) | -3.8 | 2.5 | -2.9 | -11.5 | 0.9 | 0.9 | -5.0 | -2.2 | -10.0 | -0.3
N#CCCn1cc(/C=N/O)c(-c2ccc(F)cc2)n1 | 2.2 | -0.1 | -3.9 | -16.3 | 1 | 1.1 | -4.2 | -3.6 | / | -0.1

Looked up above.
TNAP inh no acc, `O=C(NNc1ccc(C2CCCCC2)cc1)C(O)(c1ccccc1)c1cccs1` (stereo unspecified) is entered as -11.8
PMI activator, `O=C(/C=C/c1cccs1)N1CCc2ccccc21` is entered as 1
TNAP inh hiacc, `O=C(Cn1cnc2ccccc21)NCc1ccccc1` is entered as -3.6
PMI activator, `CC1(C)CC(N2CN(C3CCCCC3)CC2=O)CC(C)(C)N1` is entered as 1.1
